High-throughput results deposited in PubChem BioAssay by The Scripps Research Institute Molecular Screening Center.
phage Ecoli inh – E. coli growth loss with phage present; growth absorbance; inhibition, % at 11.9 µM; hit rate 0.26% among 360,000; AID 651602; in the data active = inhibition above about 11%
Starred values were filed as active, the others as inactive.

item	structure	phage Ecoli inh
1	Cc1cc(Oc2cccnc2)ccc1NC(=O)CCc1c[nH]c2ccccc12	1.4
2	O=C(NCc1ccco1)c1[nH]c(C(F)(F)F)nc1-c1ccccc1	3.9
3	Cc1cccc(NC(=O)CNC(=O)[C@H]2O[C@@H](n3cnc4c(N)ncnc43)[C@H](O)[C@@H]2O)c1C	3.9
4	COCOc1cccc(CN2CCC2(C)C(=O)Nc2ccc(OC)c(OC)c2)c1 (stereo unspecified)	0.5
5	COc1ccc(NC(=O)c2ccc(-c3c(C)noc3C)c3ccoc23)cn1	2.9
6	CC(=O)OCC(COC(C)=O)(CN1C(=O)c2ccccc2C1=O)CN1C(=O)c2ccccc2C1=O	2.6
7	C=C(C)Cn1c2ccc(NC(=O)NCC)cc2c(=O)n1C	1.5
8	COC(=O)[C@H](NC(=O)c1cc(-c2ccccc2)sc1N)C(C)C	-2.9
9	O=C(/C=C(\Nc1ccc(Cl)c(Cl)c1)c1ccccc1)c1ccccc1	3.8
10	CC(C)NC(=O)C1(C)CCN1Cc1cccc(Cl)c1 (stereo unspecified)	0.0
11	CN(C)CCCNc1nc2cc(-c3ccsc3)sc2c(=O)n1C	3.7
12	O=C(NC1CCCCC1)C1c2ccccc2OCC(=O)N1CCc1c[nH]c2ccccc12 (stereo unspecified)	1.8
13	CCOC(=O)C1=C[C@@H](C(C)(C)C)N(S(=O)(=O)c2ccc([N+](=O)[O-])cc2)[C@H]1c1cccc(Cl)c1	1.8
14	O=C1NC[C@H](CCCCN2CCN(CC3CCCCC3)C(=O)C2=O)N(Cc2ccccc2)C1=O	3.7
15	CCc1nc2ccc(C(=O)NCCOc3ccc(OC)cc3)cn2c1N(C)Cc1cccs1	2.0
16	O=C(Nc1ccc(F)cc1)OC[C@@H]1CSCCS(=O)(=O)N1	2.2

Compounds above with fluorine, in the order listed:
item	structure	phage Ecoli inh
2	O=C(NCc1ccco1)c1[nH]c(C(F)(F)F)nc1-c1ccccc1	3.9
16	O=C(Nc1ccc(F)cc1)OC[C@@H]1CSCCS(=O)(=O)N1	2.2

(continued)
item	structure	phage Ecoli inh
17	CC(C)(O)C1=C[N+](=O)CC=C1	4.5
18	CCOc1ccc(-c2cnc3cccnn23)cc1	3.2
19	O=c1[nH]cnc2c1nnn2C1OC(CO)C(O)C1O (stereo unspecified)	4.0
20	CC1=CC(O)(c2ccccn2)P(=O)(c2ccccc2)C=C1C (stereo unspecified)	4.5
21	Cc1nnsc1-c1nc2ccccc2n1C(CCc1ccccc1)c1nc2ccccc2[nH]1 (stereo unspecified)	-1.6
22	CC(C)c1[nH]nc2c1C(c1ccccc1)N(Cc1ccccc1)C2=O (stereo unspecified)	2.4
23	O=C1CCCC[C@@H](O)[C@H](O)C[C@H](c2ccccc2)O1	-0.1
24	O=c1[nH]c(=O)n(C2OC(CO)C(O)C(O)C2O)cc1F (stereo unspecified)	3.7
25	OC(c1ccccc1)(c1ccccc1)C1CCN(CCCOc2ccc(C(F)(F)F)cc2)CC1	3.5
26	O=C(Nc1cccc2c(=O)[nH][nH]c(=O)c12)c1ccc([N+](=O)[O-])cc1	0.8
27	Brc1cccc(-c2nc3c4ccccc4ccn3c2Cc2ccccc2)c1	0.6
28	CCCCC(=O)N(C)c1c(CC)nc2c(OCC(=O)N(C)C)cccn12	1.1
29	CC(=O)Nc1cccc(-c2ccnc3c2CC(C(=O)NCc2ccc(N4CCN(C)CC4)cc2)O3)c1 (stereo unspecified)	1.2
30	CN1CCC(C)(C(=O)Nc2cccc(Oc3ccccc3)c2)C1 (stereo unspecified)	1.7
31	CCOC(=O)n1c2ccccc2c(=O)n1CCO	4.0
32	CC(C)C[C@H]1CN(CCCC[C@@H]2CNC(=O)C(=O)N2CC2CCCCC2)C(=O)C(=O)N1CCc1ccccc1	2.0
33	Nc1ccn([C@@H]2O[C@H](C(=O)N[C@H](CO)c3ccccc3)[C@@H](O)[C@H]2O)c(=O)n1	4.2
34	Cc1ccc(Cl)cc1-c1cc(C(=O)NCc2cc(C(F)(F)F)cc(C(F)(F)F)c2)[nH]n1	5.0
35	COCCCNC(=O)C[C@@H]1C[C@@]2(C(=O)OC)CC(C)(C)CC=C2N(Cc2cccc3ccccc23)C1=O	0.9
36	Cc1cc2nc(NC(=O)C3(C)CCCN(C(C)C)C3)[nH]c2cc1C (stereo unspecified)	0.9
37	CC(=O)Nc1cc(-c2cccc(C(=O)NCCO)c2)cn2c(-c3ccc(F)cc3)cnc12	1.9
38	COc1ccccc1-c1sc2ccccc2c1-c1cnc(N2CCOCC2)nc1	-1.2
39	CN(C(=O)[C@@H](Cc1ccccc1)NC(=O)[C@H]1O[C@@H](n2cnc3c(=O)[nH]c(N)nc32)[C@H](O)[C@@H]1O)C1CCCCC1	2.2
40	NC(c1cccc(F)c1)c1nc(-c2ccc(Cl)cc2)cs1 (stereo unspecified)	3.8

Entries listed so far that contain a thiophene ring, fused or not, in the order listed:
item	structure	phage Ecoli inh
8	COC(=O)[C@H](NC(=O)c1cc(-c2ccccc2)sc1N)C(C)C	-2.9
11	CN(C)CCCNc1nc2cc(-c3ccsc3)sc2c(=O)n1C	3.7
15	CCc1nc2ccc(C(=O)NCCOc3ccc(OC)cc3)cn2c1N(C)Cc1cccs1	2.0
38	COc1ccccc1-c1sc2ccccc2c1-c1cnc(N2CCOCC2)nc1	-1.2

(next part)
item	structure	phage Ecoli inh
41	C=CCNC(=S)N(C)[C@H]1C[C@H]2c3cc(-c4ccccc4C)ccc3CCN2C[C@H]1[C@H](C)O	-3.8
42	NC(=O)c1csc(C2OC(CO)C(O)C2O)n1 (stereo unspecified)	-1.6
43	O=C(NCc1ccccc1)C(c1ccccc1)n1c(C2CC2)nc2ccccc21 (stereo unspecified)	1.4
44	CN(Cc1ccco1)C(=O)[C@@H](Cc1ccccc1)NC(=O)[C@H]1O[C@@H](n2ccc(=O)[nH]c2=O)[C@H](O)[C@@H]1O	1.4
45	CC(C)(C)NC(=O)C1C(c2ccccc2)=Nc2ccccc2N1C(=O)c1ccc(C(F)(F)F)cc1 (stereo unspecified)	1.1
46	O=C(N[C@H]1c2ccccc2C[C@H]1O)[C@H]1O[C@@H](n2ccc(=O)[nH]c2=O)[C@H](O)[C@@H]1O	1.7
47	OCCNc1ncnc2c1ncn2[C@H]1CN(Cc2ccncc2)C[C@@H](CO)O1	2.9
48	C=CCNc1ncnc2c1ncn2[C@H]1CN(CCc2ccccc2)C[C@@H](CO)O1	2.9
49	O=c1c2cc3ccccc3nc2ncn1CCc1ccc(Cl)cc1	-0.3
50	CCOC(=O)C1CCCN(C(=O)c2ccc(C(F)(F)F)nc2C)CC1 (stereo unspecified)	1.5
51	CCC(c1nnnn1-c1ccc2c(c1)OCCO2)N1CCN(c2ncccn2)CC1 (stereo unspecified)	2.9
52	O=C(Nc1cccc(C(F)(F)F)c1)Nc1nnc([C@@H]2C[C@H](O)[C@@H](CO)O2)s1	0.9
53	O=S1(=O)N[C@H](Cc2ccccc2)COc2cc(N3CCC[C@@H]3CO)ccc21	1.8
54	COC(=O)c1cc2c(c3c4ccccc4n(S(=O)(=O)c4ccccc4)c13)C(=O)N(Cc1ccc(N(C)C)cc1)C2	2.9
55	O=CNc1cc(-c2ccccc2)cn2c(-c3ccc(F)c(Cl)c3)cnc12	1.6
56	COCCCNC(=O)c1csc([C@H]2C[C@H](O)[C@@H](CO)O2)n1	1.8
57	CC(=O)c1cccc(NC(=O)C2Cc3c(-c4cccc(C(N)=O)c4)ccnc3O2)c1 (stereo unspecified)	1.0
58	CC1(C(=O)O)CCCN(C(=O)/C=C/c2ccccc2)C1 (stereo unspecified)	2.3
59	CCCOc1ccc(F)cc1-c1cc(C(=O)NCc2cccc(Cl)c2)[nH]n1	4.4
60	O=C(NCc1ccc(F)cc1F)[C@@H]1CCCN1C(=O)[C@@H]1CCCN1C(=O)c1cccc2ccccc12	-0.2
61	Cn1nc(C(C)(C)C)cc1NC(=O)C1(C)CCN1C(=O)C1(c2ccccc2)CCCC1 (stereo unspecified)	0.0
62	O=C(OCc1ccccc1)N1CCC2CC1c1ccc(-c3cccc(F)c3)cc12 (stereo unspecified)	0.6
63	CCN(CC)c1ncnc2c1ncn2[C@H]1CN(C2CCCC2)C[C@@H](CO)O1	0.3
64	Cc1ccc(F)cc1C(=O)N1CCCCC1c1cc(C(=O)NC(C)C)no1 (stereo unspecified)	0.5
65	COC(=O)C1=C(C)N(Cc2ccc(F)cc2)C(=S)NC1c1ccc(Cl)cc1 (stereo unspecified)	-0.9
66	C#CCNC(=O)C[C@H]1C[C@@]2(C(=O)OC)C(=C[C@H](COCc3ccccc3)O[C@@H]2C)N(Cc2ccc3c(c2)OCO3)C1=O	1.6
67	CCc1c(C2CC2)ncn1Cc1cccc(-c2ccccc2)c1	0.9
68	CC(NC(=O)C=Cc1ccco1)C(=O)NC(Cc1ccccc1)C(N)=O (stereo unspecified)	4.9
69	CSc1cccc(NC(=O)CCCOc2cc(=O)n(C)c3ccccc23)c1	3.2
70	O=C(NCc1ccccc1)C1c2ccccc2OCC(=O)N1C1CC1 (stereo unspecified)	1.9
71	COC(=O)C1=COC(OC2OC(CO)C(O)C(O)C2O)C2C(C)CC(=O)C12 (stereo unspecified)	-0.7
72	CCc1nc2ccc(C(=O)Nc3cccc(OCC(=O)N(C)C)c3)cn2c1N(C)Cc1ccc(N(C)C)cc1	0.6

A few values from above:
entry 66 in phage Ecoli inh → 1.6
entry 65 in phage Ecoli inh → -0.9
entry 69 in phage Ecoli inh → 3.2

The listing continues.
item	structure	phage Ecoli inh
73	CC(=O)NC(c1cccc(F)c1)c1nc(-c2cc(F)cc(Cl)c2)cs1 (stereo unspecified)	0.8
74	COc1ccc(C(O)c2nc(-c3ccccc3)cs2)cc1 (stereo unspecified)	2.8
75	CCc1nc2c(OCCOc3ccc(F)cc3)cccn2c1N(C=O)Cc1ccccc1	1.8
76	CC1(C)OC2CC3C4CCC5=CC(=O)C=CC5(C)C4(F)C(O)CC3(C)C2(C(=O)CO)O1 (stereo unspecified)	4.1
77	COCCNc1nc(NCCN2CCNC2=O)c2sccc2n1	-1.3
78	COc1ccccc1-c1ccc2c(c1)C(C)(Cc1ccc(Cl)c(Cl)c1)C(=O)N2 (stereo unspecified)	0.8
79	c1ccc(N2[C@@H]3c4ccccc4C[C@H]2c2ccccc23)cc1	2.1
80	Cc1ccc(N2CCN(C(=O)C(=O)c3ccc4c(c3)OCO4)CC2)cc1	2.9
81	Clc1ccc(CN2CCN(c3ncc(Cc4ccccc4)cn3)CC2)c(Cl)c1	0.6
82	c1cnc2ccc(-n3ccnc3)cc2c1	4.2
83	Cn1c(=O)c2cc(NC(=O)NCCc3ccccc3)ccc2n1Cc1ccccc1	3.5
84	CC(=O)c1cccc(-c2cnc3c(NC=O)cc(-c4ccc(N5CCN(C)CC5)cc4)cn23)c1	0.9
85	CC(=O)NC(C)(c1ccccc1)c1nc(-c2ccc(F)c(Cl)c2)cs1 (stereo unspecified)	1.4
86	COc1ccc(C(NC(=O)C2CCN(CCc3ccccc3)CC2)c2ccccn2)cc1 (stereo unspecified)	3.6
87	NC(Cc1ccc(Cl)cc1)c1csc(NC(=O)Nc2ccccc2-c2ccccc2)n1 (stereo unspecified)	2.5
88	CCCCn1c(O)c2n(c1=O)Cc1ccccc1N=C2c1ccc(C)cc1	1.6

Results in sequence from the entries so far.
Nos. 81 to 88 in phage Ecoli inh read 0.6, 4.2, 3.5, 0.9, 1.4, 3.6, 2.5, 1.6

(cont.)
item	structure	phage Ecoli inh
89	Cc1cccc(C)c1NC(=O)C(c1ccccc1OC(F)(F)F)N1CCN(C)CC1 (stereo unspecified)	1.7
90	CCc1nc2c(OCc3ccc(C(F)(F)F)cc3)cccn2c1N(C)C(=O)CC(C)C	-0.8
91	CCOC(=O)N(C)c1c(CC)nc2c(OCc3ccc(F)c(F)c3)cccn12	2.2
92	O=c1ccn([C@@H]2O[C@H](CNCc3cccn3-c3ccncc3)[C@@H](O)[C@H]2O)c(=O)[nH]1	2.9
93	COc1ccc(C2=Nc3ccccc3N(C(=O)c3cnccn3)C2C(=O)NC2CCCC2)cc1 (stereo unspecified)	1.3
94	Cc1ccc(C)c(CC(=O)N2CCCC(c3cc(C(=O)NCc4cccnc4)no3)C2)c1 (stereo unspecified)	2.2
95	CS(=O)(=O)Nc1cccc(NC(=O)C2Cc3c(-c4cccc(F)c4)ccnc3O2)c1 (stereo unspecified)	1.2
96	CC(C)(C)N1C(=O)c2c(C(=O)OCc3ccccc3)[nH]c(-c3ccccc3)c2C1=O	4.3
97	CCCCC[C@H](C)N1C[C@H](COCc2ccccc2)Oc2cc(N3CC[C@@H](N(C)C)C3)ccc2S1(=O)=O	1.5
98	CC(C)[C@H](CO)NC(=O)[C@H]1O[C@@H](n2ccc(N)nc2=O)[C@H](O)[C@@H]1O	4.2
99	COCCNC(=O)C1(C)CCCN(Cc2c(C)nn(-c3ccccc3)c2C)C1 (stereo unspecified)	2.9
100	c1ccc(CN(Cc2ccccc2)C(c2ccnc3ccccc23)c2nnnn2-c2ccc3c(c2)OCCO3)cc1 (stereo unspecified)	5.2
101	COc1cc2c(c(OC)c1OC)[C@@]1(c3ccccc3)CCCCC[C@H]1[C@@H]2NC(=O)C(F)(F)F	1.9
102	CCN(c1cccc(C)c1)S(=O)(=O)c1cc2[nH]c(=O)c(=O)[nH]c2cc1C	-0.9
103	CC(C)(C)c1ccc(C(=O)N2CCC2(C)C(=O)NS(=O)(=O)c2ccccc2Cl)cc1 (stereo unspecified)	4.3
104	Cc1ccccc1-c1cnc(C(O)c2ccccc2)[nH]1 (stereo unspecified)	2.3
105	COc1cccc(-c2nc3nc(C)cc(C)n3c2NCc2ccccc2)c1	-2.6
106	CCc1nc2ccc(C(=O)NCCN3CCNC3=O)cn2c1N(C)Cc1ccc(OC)cc1	1.7
107	O=c1[nH]nc2c3ccccc3occ1-2	-0.5
108	O=C1CC(O)C(Cc2ccccc2)N1 (stereo unspecified)	0.1
109	NC(c1csc(Nc2ccc(C(=O)c3ccccc3)cc2)n1)C1CCCCC1 (stereo unspecified)	3.5

This is a subset, so the mix of outcomes need not match the whole.
